# Compound activity: PubChem, National Center for Advancing Translational Sciences (NCATS)
# Tau fibril FP – inhibitors of human tau fibril formation; P10636; K18 P301L tau heparin fibrillization, Alexa594 FP, 6 h; Potency, µM (titrated, usually from 57.7 µM), inactives show at the top dose activity, negative = inhibition, most hits filed as inhibitors; 280,000 tested, 0.39% active; AID 1468; also: % is scaled to controls: 0 for no effect and ±100 for the full control effect; nearly all actives have a fitted effect of over 55% in size
# Target sequence (P10636 561-689 P618L limits assumed): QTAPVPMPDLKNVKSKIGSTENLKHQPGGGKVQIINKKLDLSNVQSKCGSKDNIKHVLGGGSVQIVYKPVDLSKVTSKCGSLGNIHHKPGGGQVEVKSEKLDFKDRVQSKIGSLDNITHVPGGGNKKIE
#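 K18 P301L tau (15 uM unlabeled/0.24 uM Alexa 594-labeled, final) + compound + heparin 20 uM final; 100 mM NaOAc pH 7; 6 hr 37 C; ThT 30 uM final added, 1 hr RT; FP ex 555/em 632 nm.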
# Tau fibril ThT – inhibitors of human tau fibril formation, thioflavin T binding. P10636. recombinant tau K18 P301L, heparin-induced fibrillization, ThT fluorescence. Potency, µM (highest dose often 57.4 µM), inactives show at the highest dose activity, negative = inhibition, actives largely listed as inhibitors. 270,000 tested, 2.1% active. AID 1460; also: % is scaled to controls: 0 for no effect and ±100 for the full control effect; nearly all actives have a fitted effect of over 55% in size
#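 Tau K18 P301L fragment (15 uM unlabeled plus 0.24 uM Alexa 594-labeled) in 100 mM sodium acetate pH 7 with compound, fibrillization induced by 20 uM heparin for 6 hr at 37 C. Thioflavin T (30 uM) added, fluorescence read after 1 hr (ex 450, em 510 nm).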
# HTT ATP protect – cytoprotection in Huntington HTT-Q103 PC12 cell model; 230,000 tested, 0.14% active; PC12 HTT-Q103 induced, cytoprotection, ATP luminescence, 40 h; AID 1471; Potency, µM (series often up to 56.4 µM), for the others: cytoprotection (ATP increase), most hits filed as activators;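 also: % of control where 0% means no effect; nearly all actives have a fitted effect of over 45% in size; toxic huntingtin expression switched on by the ecdysone agonist tebufenozide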
#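 ATP quantification (ATPlite) reports survival of PC12 cells in which tebufenozide, 100 nM final, switches on Htt exon 1 with 103 glutamines linked to GFP; compounds are titrated.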
# HttQ103 aggreg – inhibitors of mutant huntingtin aggregate formation in PC12 cells; PC12 HttQ103-GFP aggregates, Acumen cytometry, 40 h; Potency, µM (series often up to 46.1 µM), for inactives: at the highest dose activity change, negative = inhibition, usual class: inhibitors; 220,000 tested, 1.1% active; also: % is scaled to controls: 0 for no effect and ±100 for the full control effect; nearly all actives have a fitted effect of over 60% in size
#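 Multiplexed with ATP-based cell death, this channel scores GFP aggregates in PC12 cells expressing inducible HTTex1-Q103-GFP. Induction used 100 nM tebufenozide; compounds were tested in concentration series.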
# ALDH1A1 inh – ALDH1A1 (human) enzyme inhibition | P00352 | Purified ALDH1A1, NADH fluorescence, propionaldehyde substrate | Potency, µM (highest dose often 75.3 µM), for inactives: at the top dose activity, negative = inhibition, actives largely listed as inhibitors | 220,000 tested, 7.3% active; active = well fitted inhibition curve with a large enough effect, not every such curve was filed as active; inconclusive = small, poorly fitted or top-dose-only effect, or another doubt; inactive = no such curve, though single readings can be large or run the other way;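 also: plate controls were no enzyme wells and a reference inhibitor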
# Target sequence (P00352 whole entry, looked up): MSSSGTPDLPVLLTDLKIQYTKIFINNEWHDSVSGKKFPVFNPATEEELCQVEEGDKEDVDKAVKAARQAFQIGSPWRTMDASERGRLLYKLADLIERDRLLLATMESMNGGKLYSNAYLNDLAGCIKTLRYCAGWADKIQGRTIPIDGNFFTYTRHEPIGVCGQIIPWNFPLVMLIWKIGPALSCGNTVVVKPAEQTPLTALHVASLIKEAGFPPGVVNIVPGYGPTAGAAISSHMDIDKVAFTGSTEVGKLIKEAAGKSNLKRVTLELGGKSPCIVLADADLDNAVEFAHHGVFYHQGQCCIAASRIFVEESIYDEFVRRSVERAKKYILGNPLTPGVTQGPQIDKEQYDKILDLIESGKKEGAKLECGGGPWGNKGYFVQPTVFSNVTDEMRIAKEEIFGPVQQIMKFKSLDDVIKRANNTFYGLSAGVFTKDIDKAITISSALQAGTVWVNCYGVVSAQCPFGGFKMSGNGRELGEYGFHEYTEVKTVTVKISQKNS
# Tau fluor cs – counter-screen for tau fibril formation inhibitors; tau K18 P301L (four-repeat tau fragment) Alexa594 fluorescence, heparin fibrillization; 280,000 tested, 0.93% active; Potency, µM (top dose mostly 57.7 µM), for inactives: top-dose activity change, negative = decrease; also: % is scaled to controls: 0 for no effect and ±100 for the full control effect; nearly all actives have a fitted effect of over 55% in size
#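 Human K18 P301L tau (15 uM unlabeled plus 0.24 uM Alexa 594-labeled, final) in 100 mM sodium acetate pH 7 was mixed with compound and 20 uM heparin and incubated 6 hr at 37 C.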
# KDM4E inh – JMJD2E (human) inhibition; B2RXH2; JMJD2E catalytic domain, FDH-coupled NADH fluorescence (FDH is formaldehyde dehydrogenase); Potency, µM (doses to about 57.1 µM), without a hit: at the highest dose activity change, negative = inhibition, hits mostly inhibitors; 230,000 tested, 1.6% active; AID 2147; active = well fitted inhibition curve with a large enough effect, not every such curve was filed as active; inconclusive = small, poorly fitted or top-dose-only effect, or another doubt; inactive = no such curve, though single readings can be large or run the other way;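 also: 0% = wells with enzyme and -100% = buffer wells without enzyme; nearly all actives have a fitted effect of over 50% in size; many of its hits are not listed in these tables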
# Target sequence (B2RXH2 1-337 limits assumed): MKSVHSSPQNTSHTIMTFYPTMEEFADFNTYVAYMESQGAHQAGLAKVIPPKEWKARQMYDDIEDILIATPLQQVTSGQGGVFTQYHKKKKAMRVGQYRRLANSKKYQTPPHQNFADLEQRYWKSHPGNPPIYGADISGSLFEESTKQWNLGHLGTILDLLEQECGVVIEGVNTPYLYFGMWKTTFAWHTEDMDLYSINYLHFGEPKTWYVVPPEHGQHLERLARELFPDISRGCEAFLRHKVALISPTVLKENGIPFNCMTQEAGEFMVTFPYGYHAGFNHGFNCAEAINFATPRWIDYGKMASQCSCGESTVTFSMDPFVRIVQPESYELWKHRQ
# SMN2 splice up – SMN2 splice variant enhancement; HEK293 SMN2-luciferase splicing reporter, luminescence, 30-36 h; Potency, µM (doses to about 46.1 µM), for inactives: top-dose activity change, positive = activation, most hits filed as activators; 210,000 tested, 2.8% active; AID 1458; also: % of control where 0% means no effect; nearly all actives have a fitted effect of over 55% in size
#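 HEK293 cells carry an SMN2 […]–luciferase reporter in which exon 7 inclusion puts luciferase in frame. Cells were plated 10-12 h before compound addition, then incubated 30-36 h at 37C. ONE-Glo luminescence was read; sodium butyrate at 4.5 mM final served as control.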
# Active calls of the source: *; ? = inconclusive; · = not tested or not shown; & = joins results of further samples; [ ] = remark or other dose. Unless noted, calls follow the shape of the dose curve; as a rule, active = well fitted curve in the direction sought with a large enough effect; inconclusive = small, poorly fitted or top-dose-only effect, or another doubt; inactive = no such curve, though single readings can be large; an effect the other way counts as inactive or inconclusive. Potency is read from the fitted curve at half-maximal effect.
# Every second line gives: Tau fibril FP	Tau fibril ThT	HTT ATP protect	HttQ103 aggreg	ALDH1A1 inh	Tau fluor cs	KDM4E inh	SMN2 splice up
O=C(COc1ccccc1)Nc1ncccn1
→ -6%	-11%	5%	14%	0%	-13%	9%	-9%
COc1ccc(NS(=O)(=O)c2cc(Cl)ccc2Cl)cc1S(=O)(=O)N1CCCCC1
→ -7%	4%	-20%	15%[9.22 µM]	-6%	-14%	13%	-13%
OCCC1CN(C2CCN(c3ccccc3F)CC2)CCN1Cc1ccccc1 (stereo unspecified)
→ 2%	-8%	-4%[10 µM]	-6%[9.22 µM]	7%	-3%	-11%	·
Cc1cccc(Cn2nnc(C(=O)Nc3cc(C)ccc3C)c2N)c1
→ ?	-2%	·	·	·	?	·	-26%
CCCc1ccc(C(=O)NNc2cc(Cl)ccc2Cl)cc1
→ -4%	-14%	8%[10 µM]	-3%[9.22 µM]	·	-29%	-3%	·
Nc1c(NCc2ccccc2)c(=O)c1=O
→ 1%	·	-13%[10 µM]	-21%[9.22 µM]	·	20%	3%	·
COCCN(C(=S)Nc1c(C)cc(C)cc1C)C(C)c1cccs1 (stereo unspecified)
→ 2%	-14%	7%[10 µM]	-4%	-2%	-15%	-5%	20%
O=[N+]([O-])c1cccc(C(=S)N2CCN(c3ccc(F)cc3)CC2)c1
→ 3%	-11%	9%	6%[9.22 µM]	22µM*	-30%	-17%	-22%
CCOc1ccc(/C(O)=C/C(=O)C(=O)Nc2ccc(S(=O)(=O)NC(C)=O)cc2)cc1
→ 7%	?	-1%[10 µM]	22%	-6%	-3%	?	-3%
CCCCCCC1C(C#N)=C(N)OC2=C1C(=O)CC(C)(C)C2 (stereo unspecified)
→ -5%	-4%	-9%	7%	?	-16%	-1%	-7%
O=C(CSc1ccccc1)NCCCN1CCOCC1
→ 7%	-3%	18%[10 µM]	9%	1%	5%	4%	·
Cc1ccc(-c2nc3cccc(C)n3c2Nc2ccc3c(c2)OCO3)o1
→ ?	?	·	·	·	?	·	?
CC(=O)c1ccc(OC2C=CC(c3ccc(Cl)cc3)OC2CO)cc1 (stereo unspecified)
→ -9%[11.6 µM]	-7%[11.5 µM]	?	·	1%[13.5 µM]	-14%[11.6 µM]	·	·
Cc1ccc(N2CC(C(=O)Nc3nccs3)CC2=O)cc1 (stereo unspecified)
→ 2%	5%	-5%	0%[9.22 µM]	-3%	5%	4%	-4%
CC(C)Cn1c(-c2nn(C)cc2Cl)n[nH]c1=S
→ -3%	-11%	-24%	7%	8%	-4%	3%	-5%
CCOC(=O)C1CCCN(C(=O)COC(=O)C2=COCCO2)C1 (stereo unspecified)
→ 3%	-13%	-12%	-13%	?	3%	-3%	-11%
O=C(Nc1ccccc1)OCC1CCCN2CCCCC12 (stereo unspecified)
→ -4%	-10%	1%	?	8%	-15%	-6%	13%
N[C@@H](Cc1cc(CP(=O)(O)O)cc(-c2ccccc2Cl)c1)C(=O)O
→ 1%	-4%	32µM*	·	0%	-3%	-11%	·
CCOC(=O)c1[nH]c2ccc(F)cc2c1NC(=O)CN1CCc2cc(OC)c(OC)cc2C1
→ 6%	-9%	-30%	8%	?	-26%	?	-25%
Cc1cc(C)c(NC(=O)Cn2c(=O)n(Cc3ccco3)c(=O)c3ccc(C(=O)NC4CCCC4)cc32)c(C)c1
→ -11%	5%	·	·	·	0%	·	?
Cc1ccc(NC(=O)C2CCCN(S(=O)(=O)c3c(C)n[nH]c3C)C2)cc1C (stereo unspecified)
→ 0%	9%	·	·	·	-10%	·	-29%
O=S(=O)(c1ccc(F)cc1)N1CCN=C1SCc1cccnc1
→ 2%	-4%	-25%	10%	5%	-4%	-8%	-15%
Cc1ccccc1N(C(=O)c1csnn1)C(C(=O)NC(C)(C)C)c1ccncc1 (stereo unspecified)
→ 0%	-14%	9%[10 µM]	14%[9.22 µM]	1%	-14%	-5%	·
CC(=O)c1csc(Nc2ccccc2Cl)n1
→ 2%	-13%	-14%[10 µM]	-15%[9.22 µM]	-3%	-13%	1%	·
CN(C1CCCCC1)S(=O)(=O)c1ccc(S(=O)(=O)N2CCN(C(=O)c3ccccc3F)CC2)cc1
→ 4%	-13%	4%	-25%	-2%	-12%	-2%	-30%[inhibitor]
Cc1nc2ccccc2n1C1CCN(CC(=O)NCc2ccc(F)cc2)CC1
→ 4%	-3%	4%	-2%	-1%	-6%	2%	-12%
CCC(Sc1ncccc1C(=O)O)C(=O)N1CCOCC1 (stereo unspecified)
→ -6%	-11%	1%[0.074 µM]	16%	0%	-1%	0%	-2%
CCn1c(-c2ccc3ncccc3c2)n[nH]c1=S
→ 7%	?	-26%	-4%	11%	-1%	2%	-14%
O=C(c1ccc2c(c1)OCO2)c1cn(Cc2ccc(F)cc2)c2ccccc2c1=O
→ -3%	-7%	·	·	·	-10%	·	-6%
COC(=O)c1cc(OC)c(OC)cc1NC(=O)c1cc(C(C)(C)C)oc1C
→ -11%	-15%	-3%[10 µM]	-8%[9.22 µM]	?	-18%	?	·
Cc1ccc(C2CC2C(=O)NNC(=S)Nc2cccc(C)c2)cc1 (stereo unspecified)
→ ?	-17%	-1%[10 µM]	2%	18µM*	-28%	-3%	10%
Cc1ccc(NC(=O)CSc2nc3ccccc3c3nc(CCn4cncc4C)nn23)c(C)c1
→ -9%&7%	-8%&-18%	17%[10 µM]	?	13%	-2%&3%	-7%	·
COC(=O)c1sc(N2C(=O)c3oc4cc(C)c(C)cc4c(=O)c3C2c2ccccc2F)nc1C (stereo unspecified)
→ -4%	-6%	·	·	·	-5%	·	20%
Cc1cn2c(N)c(C=C3C=C(Cl)C(=O)C(Cl)=C3)c(=O)nc2s1
→ 11%	?	-27%[1.9 µM]	-7%[9.22 µM]	-8%	-29%	6%	-12%
O=C(O)c1cc(N2C(=O)C3CC=CCC3C2=O)ccc1NCc1cccnc1 (stereo unspecified)
→ 12%	-6%	12%[10 µM]	19%	?	-3%	?	-2%
COc1ccc(OC)c(/C=C2\SC(=S)N(Cc3cccnc3)C2=O)c1
→ -6%	?	·	·	-7%	-18%	0%	-13%
COc1ccc(C(=O)Nc2ccc(S(=O)(=O)Nc3onc(C)c3C)cc2)c(OC)c1
→ -8%	-14%	-34%[inhibitor]	1%	5%	-10%	2%	-20%
COc1ccc2c(c1)OC/C(=C/c1ccc(O)c(O)c1)C2=O
→ 4%	?	-155%[inhibitor]	·	1%	-21%	-2%	3%
COc1ccc2[nH]c3c(=O)n(Cc4ccncc4)cnc3c2c1
→ -3%	-17%	19%[10 µM]	17%[9.22 µM]	·	-9%	?	·
C=CCN(C(=O)CSc1nc2c(sc3ccccc32)c(=O)n1CCN(CC)CC)c1ccccc1
→ ?	?	-171%[inhibitor]	?	?	-22%	?	·

# A draw from above in order of molar mass, lowest first:
# Every second line gives: Tau fibril FP	Tau fibril ThT	HTT ATP protect	HttQ103 aggreg	ALDH1A1 inh	Tau fluor cs	KDM4E inh	SMN2 splice up
COc1ccc(C(=O)Nc2ccc(S(=O)(=O)Nc3onc(C)c3C)cc2)c(OC)c1
→ -8%	-14%	-34%[inhibitor]	1%	5%	-10%	2%	-20%
Cc1ccc(NC(=O)CSc2nc3ccccc3c3nc(CCn4cncc4C)nn23)c(C)c1
→ -9%&7%	-8%&-18%	17%[10 µM]	?	13%	-2%&3%	-7%	·
C=CCN(C(=O)CSc1nc2c(sc3ccccc32)c(=O)n1CCN(CC)CC)c1ccccc1
→ ?	?	-171%[inhibitor]	?	?	-22%	?	·

# Only HttQ103 aggreg and Tau fluor cs, for 3 of the compounds above:
SMILES	HttQ103 aggreg	Tau fluor cs
Cc1ccc(NC(=O)CSc2nc3ccccc3c3nc(CCn4cncc4C)nn23)c(C)c1	?	-2%&3%
C=CCN(C(=O)CSc1nc2c(sc3ccccc32)c(=O)n1CCN(CC)CC)c1ccccc1	?	-22%
COC(=O)c1sc(N2C(=O)c3oc4cc(C)c(C)cc4c(=O)c3C2c2ccccc2F)nc1C (stereo unspecified)	·	-5%

# Further compounds
# Every second line gives: Tau fibril FP	Tau fibril ThT	HTT ATP protect	HttQ103 aggreg	ALDH1A1 inh	Tau fluor cs	KDM4E inh	SMN2 splice up
O=c1cc(N2CCc3ccccc32)[nH]c(=O)n1-c1ccccc1
→ 1%	-6%	0%[10 µM]	0%	?	-7%	2%	1%
CCN(CC(=O)Nc1ccc(C)c(F)c1)CC(=O)NC(C)(C)C
→ 4%	12%	-33%	11%	1%	-2%	3%	6%
Cc1ccc(NC(=O)CSc2nc3c(oc4ccccc43)c(=O)n2Cc2ccco2)cc1F
→ -7%	1%	·	·	·	-11%	·	-3%
COc1ccc(CCc2nnc(CCC(=O)N(C)Cc3ccnc4ccccc34)o2)cc1
→ 9%	-10%	9%[10 µM]	-19%[9.22 µM]	9%	-8%	10%	·
CC(C)OCC(O)CCc1n[nH]c(=S)n1-c1ccccc1 (stereo unspecified)
→ 3%	-4%	37%[10 µM]	21%	2%	-2%	3%	1%
Cn1cccc1CC(=O)NNC(=S)Nc1ccc(Cl)cc1
→ 2%	-9%	-6%[0.074 µM]	-8%	?	-3%	4%	5%
Cc1ccc(C)c(NCC(O)c2ccccc2)c1 (stereo unspecified)
→ 9%	-6%	8%	?	7%	-17%	9%	-4%
O=C(NC1Cc2ccccc2C1)c1cc(COc2ccc(F)cc2Cl)on1
→ -8%	-8%	10%	-8%	12%	-12%	3%	·
COc1cccc(-c2ccc(-c3noc(-c4ccccc4Br)n3)c(OC)n2)c1
→ -11%	?	·	·	·	-14%	·	-4%
O=C(CSc1ccc(-c2ccccc2)nn1)N1CCOCC1
→ 6%	-8%	-15%	10%	28µM*	-1%	-1%	6.3µM*
COc1ccccc1OCC(O)CN1C(=O)NC(C)(C)C1=O (stereo unspecified)
→ -5%	-7%	-9%	-6%	-14%	-5%	-12%	-5%
CCC(C)(C)n1nnnc1C(c1cc2ccc(OC)cc2[nH]c1=O)N1CCCCC1 (stereo unspecified)
→ 5%	-1%	2%[10 µM]	-5%	?	-9%	-16%	-36%

# This is a subset, so the mix of outcomes need not match the whole.
